Bioassay records (PubChem)
OX1R antag-1: human HCRTR1 antagonism; O43613; CHO/OX1R cells, Fluo-8 calcium fluorescence, orexin A; inhibition, % at 5 µM; actives 0.43% (n = 330,000); AID 434989;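 active means inhibition above its plate's threshold, mean inhibition of all tested compounds on the plate plus 3 SD, cut at about 37% in these data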;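 further: 0% = orexin A challenge wells and 100% = SB-334867-A antagonist wells; not every result past the cut was called active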
Target sequence (O43613 whole entry, looked up): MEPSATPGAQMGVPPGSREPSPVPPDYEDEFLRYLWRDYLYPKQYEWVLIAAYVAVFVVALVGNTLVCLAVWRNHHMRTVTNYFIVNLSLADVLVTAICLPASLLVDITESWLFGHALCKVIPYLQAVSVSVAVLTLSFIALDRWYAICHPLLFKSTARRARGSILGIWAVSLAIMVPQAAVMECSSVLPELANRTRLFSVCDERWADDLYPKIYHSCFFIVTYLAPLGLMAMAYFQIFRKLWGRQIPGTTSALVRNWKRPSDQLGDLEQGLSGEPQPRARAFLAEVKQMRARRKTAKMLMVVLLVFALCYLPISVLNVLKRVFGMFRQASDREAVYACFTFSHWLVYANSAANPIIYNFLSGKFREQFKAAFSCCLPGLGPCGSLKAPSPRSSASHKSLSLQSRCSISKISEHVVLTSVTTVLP
OX1R antag-2: blocks the human orexin 1 receptor; O43613; OX1R-expressing cells, FRET antagonist read-out; inhibition, % at 6.6 µM; actives 1.8% (n = 330,000); AID 485270; in the data active means inhibition mostly above about 38%, no sharp cut-off; inactive means mostly below about 40%;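 further: 0% = agonist challenge alone and 100% = reference antagonist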
Starred values were filed as active, the others as inactive. No enrichment for hits. About 2% of those tested had a hit in this group.

SMILES | OX1R antag-1 | OX1R antag-2
Cc1ccccc1NC(=O)Nc1nnc(Cc2ccc([N+](=O)[O-])cc2)s1 | -16 | -6
CCN1CCN(CC(O)COc2ccc(C)c(C)c2)CC1 (centres undefined) | -8 | -3
CCC(CC(C)(C)O)C(=O)NNC(=S)Nc1ccccc1 (centres undefined) | -5 | 21
CC1(C)C([N+](=O)[O-])C(c2ccccc2O)NC(c2ccccc2O)C1[N+](=O)[O-] (centres undefined) | -8 | 9
CC(C)C(=O)N(Cc1ccc2c(c1)OCO2)Cc1ccccn1 | 2 | 1
O=C(NNC(=S)Nc1ccccc1)c1ccccc1[N+](=O)[O-] | -18 | 4
Cc1c(C(=O)OCC(=O)NCc2ccco2)cccc1[N+](=O)[O-] | -2 | 1
Cc1ccc(C(=O)CCC(=O)OCC(=O)NNC(=O)c2ccccc2Cl)cc1 | -20 | 6
CCCn1c(N)c(N(CCOC)C(=O)c2ccc(Cl)c([N+](=O)[O-])c2)c(=O)[nH]c1=O | -9 | 9
CCC(C)(C)NC(=O)C(c1ccc(C)cc1)N(CC1CCCO1)C(=O)c1csnn1 (centres undefined) | -24 | 11
O=C(Nc1ccc(S(=O)(=O)NCC2CCCO2)cc1)c1cnccn1 (centres undefined) | -18 | 8
Cc1ccccc1C(=O)Nc1ccccc1NC(=O)c1ccccc1Br | -27 | 9
COc1ccc(NC(=O)C(C)Sc2ccccc2)cc1 (centres undefined) | 12 | 8
Cc1nc(C)c(Oc2cccc(C(F)(F)F)c2)c(=O)[nH]1 | -12 | 6
CC1=C(C(N)=O)S(=O)(=O)c2ccccc21 | -6 | 6
COc1ccc(-c2nonc2NC(=O)c2oc3ccc(F)cc3c2C)cc1OC | -37 | 16
CCOC(=O)[C@@H]1[C@H]2COc3cc(OC)ccc3[C@@H]2N2C(=O)N(c3ccc(Cl)cc3)C(=O)[C@@]12C | -16 | 11
CCc1n(CC(O)COC2CCCCC2)c2ccccc2[n+]1C (centres undefined) | -25 | 10
CC(=O)c1cccc(-n2nnnc2SCC(=O)NNC(=O)C(C)C)c1 | 10 | 4
O=C(NC(=S)Nc1ccccc1O)c1cncc(Br)c1 | 2 | -2
CC(Sc1nnc(-c2ccco2)n1C)C(=O)N(C)C1CCCCC1 (centres undefined) | -18 | 18
CCOc1ccc2c(c1)cc(CN(C(=O)CC)C1CCCCC1)c1nnnn12 | -39 | 11
COc1ccc(-c2cnnc(N/N=C/c3ccc(O)c(OC)c3)n2)cc1 | 2 | 52
Cc1ccc(-n2ncc3c2ncn2c(C)nnc32)cc1C | -11 | 11
CCCC[n+]1ccn(C2=C([O-])c3ccccc3C(=O)/C2=N\S(=O)(=O)c2ccccc2)c1 | -28 | 165*
O=C(O)/C=C/c1ccc(S(=O)(=O)Nc2ccc(OCc3ccccc3)cc2)cc1 | -5 | 5
CCOC(=O)C1=C(N2CCCCC2)c2cc3c(n2C1=O)CCCC3 | -30 | 17
NC(=O)C1CCN(C(=O)c2cc(Cl)c3c(c2)OCCO3)CC1 | -12 | -2
COc1ccc(N2CCN(C(=O)c3cccc(NC(=O)c4ccco4)c3)CC2)cc1 | -26 | 12
O=C(Cc1ccc(S(=O)(=O)N2CCOCC2)s1)N1CCN(c2cccc(C(F)(F)F)c2)CC1 | 14 | 44

A section of the results above:
SMILES | OX1R antag-1 | OX1R antag-2
Cc1ccccc1NC(=O)Nc1nnc(Cc2ccc([N+](=O)[O-])cc2)s1 | -16 | -6
CCN1CCN(CC(O)COc2ccc(C)c(C)c2)CC1 (centres undefined) | -8 | -3
CCC(CC(C)(C)O)C(=O)NNC(=S)Nc1ccccc1 (centres undefined) | -5 | 21

(listing goes on)
SMILES | OX1R antag-1 | OX1R antag-2
CCCCn1c(CCC(=O)O)nc2cc(S(=O)(=O)N(C)C)ccc21 | -4 | 22
O=C(N/C(=C\c1ccco1)C(=O)N1CCOCC1)c1ccco1 | -18 | 8
Cc1cc2cc(CNC(=O)Nc3ccccc3)ccc2[nH]1 | -14 | 8
O=C(Nc1ccccc1)N1CCn2c1nc1ccccc12 | 30 | 43
O=C(C(Cc1ccccc1)n1cccc1)N1CCCCC1 (centres undefined) | -7 | 16
CC(C)(C)C1=C[C@@H](CO)C[C@@H](CO)C1 | -3 | 22
Cc1cc(S(=O)(=O)NC2CCCC2)ccc1F | -12 | 21
COc1ccc2c(c1)-c1c(ssc1=S)C(C)(C)N2 | -14 | 11
C=CCn1cccc(C(=O)Nc2ccc(SC)cc2)c1=O | -11 | 5
Cc1ccccc1NC(=O)CSc1cn[nH]n1 | -11 | 11
Cc1ccccc1N(C(=O)Cn1nnc(-c2cccs2)n1)C(C(=O)NCCC(C)C)c1ccco1 (centres undefined) | -16 | 17
C/C(=N\NC(=O)C(=O)Nc1ccc(C)cc1)c1ccncc1 | -27 | 19
O=C(Nc1cccc(F)c1)C1CCCCC1 | -11 | 15
CC1CCCCN1Cc1nc2c(c(=O)n(C)c(=O)n2C)n1CCc1ccccc1 (centres undefined) | -31 | 20
Cc1ccc(Sc2ccc(CO)cc2[N+](=O)[O-])cc1 | -5 | 8
O=C(c1ccco1)N1CCN(S(=O)(=O)c2ccc(Cl)s2)CC1 | -24 | 20
Cc1cc(C)n(-c2nc3ccccc3c(=O)n2OCC(N)=O)n1 | -16 | 6
CN(NS(=O)(=O)c1ccc(Br)cc1)c1nc(C(F)(F)F)nc2ccccc12 | -17 | 63*
CCOCCCNc1nc(=S)[nH]c2cc(OC)c(OC)cc12 | -23 | 2
COc1cc(C(=O)NCCN2CCOCC2)cc(OC)c1OC | -8 | 9
O=C(Nc1ccc(-c2n[nH]c(=S)o2)cc1)c1ccccc1 | -21 | -10
CC(=O)N1CCN(c2ccccc2NC(=O)COc2ccc(Br)cc2)CC1 | -30 | 12
O=C(CSc1nnc(COc2ccccc2)o1)NCCc1ccccc1 | -20 | 16
O=S(=O)(c1cccnc1)N1CCn2cccc2C1c1ccccc1F (centres undefined) | -17 | 13
CC(NC(=O)CN1C(=O)NC2(CCCCCC2)C1=O)c1ccccc1 (centres undefined) | -11 | 3
Cn1c(SCC(=O)N/N=C/c2ccc([N+](=O)[O-])s2)nnc1-c1ccccc1 | -6 | 87*
CCCn1c2c(c(O)c(C(=O)Nc3nccs3)c1=O)CCCC2 | -15 | 19
O=C(Nc1ccc2c(c1)OCCO2)N1CCOCC1 | 7 | 3
CSc1ccc(CN2CCN(CCC(C)C)C(CCO)C2)cc1 (centres undefined) | -17 | 21
CC(=O)Nc1c(C(=O)O)[nH]c2ccccc12 | 1 | 5

An excerpt from above in order of their number in OX1R antag-1, largest number first:
SMILES,OX1R antag-1
CC(C)(C)C1=C[C@@H](CO)C[C@@H](CO)C1,-3
O=C(Nc1cccc(F)c1)C1CCCCC1,-11
O=S(=O)(c1cccnc1)N1CCn2cccc2C1c1ccccc1F (centres undefined),-17
CC(=O)N1CCN(c2ccccc2NC(=O)COc2ccc(Br)cc2)CC1,-30
CC1CCCCN1Cc1nc2c(c(=O)n(C)c(=O)n2C)n1CCc1ccccc1 (centres undefined),-31

Next section.
SMILES | OX1R antag-1 | OX1R antag-2
CCC(C)(NC(=O)Cc1c[nH]c2ccccc12)C(=O)NC1CCCCC1 (centres undefined) | -10 | 18
CCCn1c(SCC(=O)NCCc2ccccc2)nnc1-c1cccnc1 | -15 | 28
Nc1nc(-c2ccc(Cl)cc2)nc(-c2ccc(Cl)cc2)n1 | -11 | 15
O=C(O)CC(NC(=O)Cc1ccc(Cl)cc1)c1ccco1 (centres undefined) | -13 | 8
CCOc1cc2[nH]c(=O)n(CCCN3CCCC3=O)c(=O)c2cc1OCC | 5 | 7
CC1=C(C(=O)Nc2ccccc2)C(c2coc3ccccc3c2=O)C2=C(CCCC2=O)N1 (centres undefined) | -40 | 16
CCCC(=O)NC(=S)Nc1ccccc1C(F)(F)F | -9 | 12
CC(C)Oc1ccc(/C(O)=C2/C(=O)C(=O)N(CCN(C)C)C2c2cccs2)cc1 (centres undefined) | -2 | 15
Cn1nccc1C(=O)Oc1ccc(/C=N/NC(=O)c2ccccc2O)cc1 | -17 | 19
FC(F)(F)c1nnc2ccc(NCc3cccnc3)nn12 | -8 | 6
CCCNC(=O)c1ccc2c(=O)c(O)c(-c3ccc(F)cc3)[nH]c2c1 | -5 | 20
O=C(CSc1ccc(Cl)cc1)N1N=CCC1c1ccccc1 (centres undefined) | -12 | 10
CC(C)(C)N(Cc1ccccc1)C(=O)c1cccs1 | -21 | 0
Cn1c(SCC(=O)Nc2ccccc2Cl)nnc1C1CC1 | -8 | 9
Cc1cc(S(=O)(=O)Nc2ccccc2C(=O)O)ccc1Cl | -10 | 9
Cc1cc(C)nc(SCC(N)=O)n1 | -6 | 6
COc1ccc(CCN2C(=O)CC(N3CCN(c4ccccn4)CC3)C2=O)cc1OC (centres undefined) | -28 | 5
CCCC(=O)NCCc1ccc(F)cc1 | 6 | 0
O=C(NC1CCCc2ccccc21)c1cc(S(=O)(=O)N2CCOCC2)ccc1F (centres undefined) | -18 | 4
CCOC(=O)c1cc(S(=O)(=O)N2CC(C)CC(C)C2)cn1C (centres undefined) | -6 | 8
CCOc1ccccc1NC(=O)c1ccc(-n2cncn2)nc1 | -16 | 6
Cc1ccc(C(=C2C3C=CC2C2C(=O)NC(=O)C32)c2ccc(C)cc2)cc1 (centres undefined) | -9 | 11
CCOC(=O)CSc1nc(Cc2ccccc2)nc2ccccc12 | -42 | 18
C=CCNc1cc(C(F)(F)F)nc(-c2ccccn2)n1 | 5 | 9
CC1(C)CC2CC(C)(CN2S(=O)(=O)c2ccc(C(=O)Nc3ccc(Cl)c(S(=O)(=O)N4CCOCC4)c3)cc2)C1 (centres undefined) | -25 | 9
COc1ccccc1CC(=O)Nc1ccc(-c2noc(COc3ccc(Br)cc3)n2)cc1 | -2 | 15
COc1ccc(N2CCN(CCCNC(=O)C(=O)c3c[nH]c4ccccc34)CC2)cc1 | -25 | 32
COc1cc(Br)c(Br)cc1N | -5 | 1
COc1ccc(/C(O)=C2/C(=O)C(=O)N(Cc3cccnc3)C2c2ccco2)cc1OC (centres undefined) | -20 | 17
CC(C)[C@H](NC(=O)OCc1ccccc1)C(=O)NCc1ccccc1 | -39 | 16

A draw from above in order of heavy-atom count, rising:
SMILES | OX1R antag-1 | OX1R antag-2
O=C(O)CC(NC(=O)Cc1ccc(Cl)cc1)c1ccco1 (centres undefined) | -13 | 8
CCOc1ccccc1NC(=O)c1ccc(-n2cncn2)nc1 | -16 | 6
COc1ccc(N2CCN(CCCNC(=O)C(=O)c3c[nH]c4ccccc34)CC2)cc1 | -25 | 32

Further results.
SMILES | OX1R antag-1 | OX1R antag-2
CN(C)c1ccc(CNC(=O)CN2C(=O)COc3ccc(S(=O)(=O)N4CCCC4)cc32)cc1 | -11 | 3
COc1ccc(CCNC(=O)COc2cc(O)c3c(c2)OC(C)(C)CC3=O)cc1OC | -11 | 20
O=C(COC(=O)CCC1CCCC1)Nc1ccc(F)cc1 | -15 | 5
O=C1c2ccccc2C(=O)N1CCc1nc2ccccc2c(=O)n1CCCn1ccnc1 | -14 | -2
CC(=NNC(=O)c1cc(C)nc2ccccc12)c1ccc(N2CCOCC2)cc1 | 0 | 14
Cc1cnc(C(=O)N2CCN(S(=O)(=O)c3ccc4ccccc4c3)CC2)cn1 | -11 | 13
COc1ccc(C(C(=O)NC(C)(C)C)N(C(=O)CCC(=O)Nc2ccccn2)C2CCCCC2)cc1 (centres undefined) | -27 | 8
COC(=O)c1c(NC(=O)Cc2ccc(OC)c(S(=O)(=O)N3CCOCC3)c2)sc(C)c1C | -29 | 21
COc1ccccc1OCc1ccc(C(=O)Nc2ccccc2)cc1 | -12 | 8
Cc1nc(N2CCN(S(=O)(=O)c3ccccc3C#N)CC2)c2c(-c3cccs3)csc2n1 | -26 | 7
COC(=O)/C=C/c1c(C)[nH]c(=O)[nH]c1=O | -7 | 5
CC1=CC2=NC(=O)/C(=C\c3ccc(OC(=O)c4ccco4)cc3)C(=N)N2O1 | -8 | 5
CC1CN(C(=O)CSc2nnc(-c3cccs3)n2N)CC(C)O1 (centres undefined) | 2 | 3
O=C(CN1CCN(S(=O)(=O)c2ccc(Cl)cc2)CC1)NCc1cccs1 | -7 | 9
OC1(C(F)(F)F)CC(c2ccc3ccccc3c2)=NO1 (centres undefined) | -10 | 7
Cc1ccc(Cn2c(=N)c(S(=O)(=O)c3ccc(C)cc3)cc3c(=O)n4ccccc4nc32)cc1 | -19 | 12
OCCC1CN(Cc2cn[nH]c2C2CCCCC2)CCN1Cc1ccccc1 (centres undefined) | -32 | 8
c1ccc(-n2cnnc2SCc2nc3ccccc3s2)cc1 | -22 | 28
CC1CC(C)CN(S(=O)(=O)c2ccc(C(=O)Nc3nnc(-c4cccs4)o3)cc2)C1 (centres undefined) | -4 | 20
Cc1ccc(-n2cc(-c3ccccc3)c3c(=O)[nH]cnc32)cc1 | -20 | 0
CC1=C(C(N)=O)C(c2ccco2)C(C(N)=O)=C(C)N1 | -17 | 33
O=C1Nc2ccccc2C12OCCO2 | -7 | 4
COc1ccc(NC(=O)C2C3C=CC4(O3)C2C(=O)N(CCCN2CCCCC2)C4C(=O)NC2CCCC(C)C2C)cc1 (centres undefined) | -37 | 12
Cn1c(=O)c(=O)n(C)c2cc(S(=O)(=O)CCC(=O)Nc3c(F)c(F)c(F)c(F)c3F)ccc21 | -3 | -3
COc1cccc(CN2CC(C(=O)NCCOc3ccccc3)CCC2=O)c1 (centres undefined) | -5 | 12
COc1ccc(OC)c(S(=O)(=O)Nc2c(C)cccc2C)c1 | -17 | 18
O=c1c2cc(NC(=S)N3CCC(N4CCCCC4)CC3)ccc2nc2n1CCCCC2 | -8 | 15
Brc1ccc(C2=NC(Cc3ccccc3)CO2)cc1 (centres undefined) | -30 | 16
O=C(O)CCc1ccccc1OC(=O)c1ccccc1 | -3 | 4
CCOC(=O)c1cccc(NC(=O)N[C@@H](C)C(=O)OC)c1 | -14 | 5
CCN(CC)CCNC(=O)c1ccc(NC(=O)c2cccc(-n3cnnn3)c2)cc1 | -16 | 18
CCOC(=O)C1CCN(C(c2ccc(OC)c(OC)c2)c2sc3nc(C)nn3c2O)CC1 (centres undefined) | -3 | -4
Cc1ccccc1CN1CCN(C(=O)CC(C)C)CC1 | 0 | 19
